Bioassay records as filed in PubChem BioAssay.
aSyn yeast rescue – alpha-synuclein toxicity suppression in yeast; S. cerevisiae alpha-synuclein toxicity rescue, BacTiter-Glo growth, 24 h; Potency, µM (top dose mostly 46.1 µM), without a hit: at the highest dose growth rescue (activation), most hits filed as activators; actives 0.02% (n = 94,000); AID 1347070; active = well fitted activation curve with a large enough effect; inconclusive = small, poorly fitted or top-dose-only effect; also: 0% is about no effect
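Growth restoration measured by BacTiter-Glo luminescence after 24 hr at 30 deg C; alpha-synuclein yeast, raffinose-pregrown to mid-log, were added at OD600=0.02 in galactose medium onto pinned compounds.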
* = called active by the depositor; ? = inconclusive; [ ] = dose if it differs, or a comment. Potency is read from the fitted curve at half-maximal effect. Not all compounds are listed. The share of hits here may be higher or lower than overall.

SMILES	aSyn yeast rescue
O=C(Nc1ccc(C(F)(F)F)cc1)c1cc(S(=O)(=O)NC2CCCCC2)ccc1F	?
COc1cc(Cl)c(C)cc1NC(=O)Cn1cnc2sc(C)c(S(=O)(=O)N3CCCCC3)c2c1=O	-6%
COc1ccccc1N1CCN(C(=O)CSc2nc3ccccc3nc2N2CCC(C)CC2)CC1	8%
O=C(NCCCN1CCOCC1)c1ccc2c(c1)N(Cc1cccc(Cl)c1)C(=O)c1ccccc1S2	-5%
O=C(COc1ccc(C(=S)N2CCOCC2)cc1Cl)Nc1ccccc1Cl	-6%
Cc1cccc(N2CCN(C(=O)c3cccc(-n4c(C)nc5cccnc54)c3)CC2)c1C	1%
CCOc1ccc(NC(=O)N(Cc2cn(CC)c3ccccc23)C2CCCCCC2)cc1	4%
C[C@@H]1CN([C@@H](C)CO)C(=O)c2cc(Br)cnc2O[C@H]1CN(C)C(=O)Nc1ccccc1	-7%
Cc1ccc(S(=O)(=O)N2C[C@@H](C)[C@]3(C2)[C@H](O)[C@H](OC(=O)NCc2ccccc2F)C[C@H]2C(=O)N(c4ccccc4)C(=O)[C@H]23)cc1	9%
CCOc1ccc(S(=O)(=O)NCC(c2ccco2)S(=O)(=O)c2ccc(F)cc2)cc1 (stereo not given)	7%
COCCn1c(CNC(=O)c2ccccc2C)nc2cccnc21	5%
COC(=O)C[C@@H]1C[C@H]2c3cc(NC(=O)CC4CC4)ccc3O[C@H]2[C@@H](CO)O1	3%
COc1ccc(-c2nc(-c3ccccc3)c(-c3ccc(O)cc3)[nH]2)cc1	-7%
CCOC(=O)c1sc(=S)n(-c2ccccc2)c1C	11%
Cc1ccc(C(=O)C=CC=Cc2ccccc2)cc1	-4%
CC(C)(C)c1ccc(C(=O)NCCC(=O)NCc2ccc(F)cc2)cc1	5%
CN(CC(=O)Nc1ccc(F)cc1)C(=O)CSc1nccn1C	6%
O=C(O)c1ccc(Cl)c(S(=O)(=O)Nc2ccc(OCc3ccccc3)cc2)c1	-7%
CC(C)c1ccc(Nc2c(-c3ccco3)nc3ccccn23)cc1	-5%
COc1ccc2c(c1)sc1ncc(C(=O)NCc3ccc(Cl)cc3)c(=O)n12	-7%
COc1cc(CC(=O)NCC(C)(C)N2CCOCC2)cc(OC)c1OC	-3%
Cc1ccn2c(Nc3ccc4c(c3)OCCO4)c(-c3cccs3)nc2c1	-6%
O=C(Nc1cccc(Cl)c1Cl)c1ccco1	-2%
Cc1cccc(C)c1NC(=O)CN1CCc2ccccc2C1	9%
CN(C)C(=O)CSc1nc(-c2cccs2)c(-c2cccs2)[nH]1	5%
CC(C)(C)CC(=O)Nc1nnc2n1CCS2	-3%
CCOC(=O)c1cc(-c2ccc(C)cc2)n(CCCC(=O)Nc2cc(C)ccc2C)c1	-6%
CCOC(=O)c1cnc2ccc(OCC)cc2c1N(C)Cc1ccccc1	3%
COc1ccc(C(CNC(=O)c2oc3ccccc3c2C)N2CCCCC2)cc1 (stereo not given)	0%
O=C(Nc1c(-c2ccc(F)cc2)nc2ccccn12)c1cccc(F)c1	-4%
Cc1cccc(C(=O)NC2=NCCS2)c1	-10%
CCN(CC(=O)Nc1ccc(C)c(S(=O)(=O)N2CCOCC2)c1)Cc1ccccc1	2%
COc1cccc(CNC(C)(C)CO)c1OCc1ccc(Cl)cc1	0%
COc1ccc(-c2[nH]c(-c3ccccc3)nc2SCC(=O)Nc2nccs2)cc1	4%
C[C@H]1CN([C@@H](C)CO)C(=O)CCCn2nncc2CO[C@@H]1CN(C)Cc1ccccc1C(F)(F)F	3%
O=C(COc1ccccc1Cl)Nc1ccccc1OCc1cc(=O)n2ccccc2n1	-3%
O=C(c1ccco1)N1CCN(Cc2ccc(F)cc2)CC1	-8%
Clc1ccccc1NN(Cc1ccncc1)c1ccccc1Cl	11%
N=C1/C(=C\c2coc3ccccc3c2=O)C(=O)N=C2SC=CN12	4%
O=C(N/N=C/c1ccncc1)c1cc(C2CC2)nc2ccccc12	7%
Cc1cc(=O)n2nc(N(C)CC(=O)NCc3ccc(Cl)cc3)sc2n1	-7%
COc1ccc2c(c1)c1c(c(=O)n(-c3cccc(C)c3)c(=O)n1Cc1cccc(Cl)c1)n2C	-12%
CCC1CCc2nc3sc(C(=O)Nc4ccc(F)c(F)c4)c(N)c3cc2C1 (stereo not given)	1%
Cc1ccc2[nH]c3c(=O)n(CC(=O)N4CCCC(C)C4)ncc3c2c1 (stereo not given)	1%
COc1cc(C)cc2oc(=O)c(CC(=O)NCCc3ccc(Cl)cc3)c(C)c12	-1%
Cc1ccc(S(=O)(=O)N(C)C[C@H]2OCCCC[C@H](C)Oc3ccc(NC(=O)Nc4cccc5ccccc45)cc3C(=O)N([C@@H](C)CO)C[C@H]2C)cc1	-5%
NC(CSC(c1ccccc1)(c1ccccc1)c1ccc2c(c1)OCO2)C(=O)O (stereo not given)	3%
COCCNc1ncnc2c1c(-c1ccccc1)cn2-c1ccc(C)c(Cl)c1	-16%
Cc1cc2oc(C(=O)N(Cc3ccccc3)C3CCS(=O)(=O)C3)cc(=O)c2cc1C (stereo not given)	3%
CCc1ccccc1Nc1nc2ccccc2c2nncn12	-12%
CCCNC(=O)C1CCC(Cn2c(=O)c3sccc3n(Cc3ccccc3F)c2=O)CC1 (stereo not given)	1%
Cc1ccccc1CNC(=O)C(C)N(c1ccccc1)S(C)(=O)=O (stereo not given)	0%
Cc1cc(N2CCCCC2)nc2ccc(NC(=O)c3cccc(Cl)c3)cc12	-6%
CCCCNC(=O)C1CCN(S(=O)(=O)c2ccc3c(ccn3CC)c2)CC1	7%
COc1ccccc1C(=O)NC(CCSC)C(=O)NCCCSc1ccccc1 (stereo not given)	-1%
Cc1ccc(C(=O)N2CCCc3ccccc32)c(Cl)c1	1%
CCn1cc(CNC(=S)Nc2cccc(Cl)c2C)cn1	4%
CCCCCCN1C[C@H](O)[C@@H](n2cc(C3CC3)nn2)C[C@@H]1c1ccc(OC)cc1	7%
CCOc1ccc(C2CC(=O)Nc3c2c(=O)nc(SCc2ccccc2C)n3C)cc1OC (stereo not given)	-1%
CCOC(=O)c1cccc(NC(=O)c2nn(-c3ccc(OC)cc3)c(=O)c3c2c2ccccc2n3C)c1	6%

Next part:
SMILES	aSyn yeast rescue
Cc1cccc(C(=O)NCCc2sc(-c3ccccc3)nc2C)c1	3%
COc1ccccc1CN1CCCCC1C(=O)O (stereo not given)	-48%[inhibitor]
CSc1ccccc1C(=O)NCc1ccc(C)cc1	0%
COC(=O)c1cncc(C)c1	-8%
CCc1cnc2c(c1SCc1cc(OC)cc(OC)c1)c(=O)n(C)c(=O)n2C	-5%
O=C(CSc1nc2ccccc2nc1N1CCCCC1)Nc1ccc(F)cc1	0%
O=C(Cn1cnc2cc([N+](=O)[O-])ccc2c1=O)Nc1cccc2ccccc12	16%
Cc1ccccc1NC(=O)CSc1cn(CC(=O)N2CCCC2)c2ccccc12	3%
CC(C)c1ccc(S(=O)(=O)c2nnn3c2nc(N2CCN(C)CC2)c2sccc23)cc1	0%
Cc1c([N+](=O)[O-])c(N)nn1C	6%
O=C(NCc1cccc(Cl)c1)C1CCCN(c2nn3cc(-c4ccc(F)cc4)nc3s2)C1 (stereo not given)	7%
O=C(NCc1ccc(F)cc1)C1CCN(c2cnccn2)CC1	10%
O=C(CCCc1ccccc1)NCc1cn2ccsc2n1	-3%
Cc1ccc(N2C(=O)CSC23C(=O)N(CC(=O)NCCc2ccccc2)c2ccccc23)cc1 (stereo not given)	7%
Cn1c(CC(=O)Nc2ccccc2Cl)nnc1SCC(=O)NC1=NCCS1	-6%

Some of these compounds in order of heavy-atom count, largest number first.
SMILES	aSyn yeast rescue
CCOC(=O)c1cccc(NC(=O)c2nn(-c3ccc(OC)cc3)c(=O)c3c2c2ccccc2n3C)c1	6%
Cc1ccc(N2C(=O)CSC23C(=O)N(CC(=O)NCCc2ccccc2)c2ccccc23)cc1 (stereo not given)	7%
CCOc1ccc(C2CC(=O)Nc3c2c(=O)nc(SCc2ccccc2C)n3C)cc1OC (stereo not given)	-1%
O=C(NCc1cccc(Cl)c1)C1CCCN(c2nn3cc(-c4ccc(F)cc4)nc3s2)C1 (stereo not given)	7%
CC(C)c1ccc(S(=O)(=O)c2nnn3c2nc(N2CCN(C)CC2)c2sccc23)cc1	0%
COc1ccccc1C(=O)NC(CCSC)C(=O)NCCCSc1ccccc1 (stereo not given)	-1%
CCc1cnc2c(c1SCc1cc(OC)cc(OC)c1)c(=O)n(C)c(=O)n2C	-5%
Cc1cc(N2CCCCC2)nc2ccc(NC(=O)c3cccc(Cl)c3)cc12	-6%
Cc1cccc(C(=O)NCCc2sc(-c3ccccc3)nc2C)c1	3%
O=C(NCc1ccc(F)cc1)C1CCN(c2cnccn2)CC1	10%
O=C(CCCc1ccccc1)NCc1cn2ccsc2n1	-3%
CCn1cc(CNC(=S)Nc2cccc(Cl)c2C)cn1	4%
CSc1ccccc1C(=O)NCc1ccc(C)cc1	0%
COc1ccccc1CN1CCCCC1C(=O)O (stereo not given)	-48%[inhibitor]
Cc1c([N+](=O)[O-])c(N)nn1C	6%

(cont.)
SMILES	aSyn yeast rescue
COc1ccccc1NC(=O)CC12CC3CC(CC(Br)(C3)C1)C2	-4%
O=C(NCCc1nc2ccccc2n1Cc1ccc(Cl)cc1)c1ccccc1	18%
CCOc1cc(CN2CCCC(C(=O)c3cccc(C(F)(F)F)c3)C2)ccc1O (stereo not given)	-16%
COC(C(=O)NNS(=O)(=O)c1ccc([N+](=O)[O-])cc1)c1ccccc1 (stereo not given)	-2%
COc1ccc(-c2nc3ccccc3n3c(-c4cccc(C)c4)c4c(=O)n(C)c(=O)n(C)c4c23)cc1	-24%
COc1cc(-c2cc3n(C)c(C)c(CCC(=O)NC4CCCCC4)c(=O)n3n2)cc(OC)c1OC	6%
Cc1ccc(CNC(=O)CNS(=O)(=O)c2ccc(Br)s2)cc1	10%
Cc1ccc(C)c(S(=O)(=O)N(C)C2CCS(=O)(=O)C2)c1 (stereo not given)	7%
CCOc1ccc(C(=O)CN2C(=O)NC3(CCCCCC3)C2=O)cc1	-31%[inhibitor]
Cc1cccc(N2CCN(S(=O)(=O)c3cc(C(=O)Nc4ccc(Oc5ccccc5)cc4)ccc3F)CC2)c1C	-11%
COc1cc(OC)cc(C(=O)NCc2ccc3c(c2)CCN3C(=O)c2ccccc2)c1	-14%
COc1ccc(-c2nc3c4ccccc4n(CC(=O)Nc4cc(F)ccc4F)c(=O)n3n2)cc1	7%
Cc1cc(N2CCN(C)CC2)nc2ccc(NC(=O)c3ccccc3F)cc12	-6%
Cc1cccc(C(=O)n2nc(-c3ccco3)nc2NCc2ccccc2)c1	1%
Cc1c2cnn(CC(=O)NCC(C)c3ccccc3)c(=O)c2c(C)n1Cc1cccc(Cl)c1 (stereo not given)	8%
Cc1ccc(-c2nc(-c3cc4cccc(OCc5ccc(F)cc5)c4oc3=O)no2)cc1	0%
Cc1nnc2c3ccccc3nc(N3CCN(c4ccccc4)CC3)n12	4%
Cc1ccc(N2CC(c3nnc(Cc4ccc(Cl)cc4)o3)CC2=O)cc1 (stereo not given)	7%
C/C(N)=C(/C#N)C(=O)COC(=O)c1ccc(OCC2CCCO2)cc1 (stereo not given)	3%
COc1cc(S(=O)(=O)Nc2ccc(C)cc2)ccc1N=Cc1c(C)[nH]n(-c2ccc(C)cc2)c1=O	-5%
CCOC(=O)c1ccc(NS(=O)(=O)c2ccc3c(c2)OCCO3)cc1	-5%
COc1ccc(C(=O)NNC(=O)CSc2nnnn2-c2cc(OC)cc(OC)c2)cc1	-5%
CCC(C)c1ccc(N(C(=O)c2ccco2)C(C(=O)NC2CCCC2)c2cccnc2)cc1 (stereo not given)	8%
Cc1ccc(Cn2c(CNS(=O)(=O)c3ccc(C(C)(C)C)cc3)nc3cccnc32)cc1	-16%
CCOc1ccc(-n2cc(-c3ccccc3)c3c(N4CCC(C)CC4)ncnc32)cc1	3%
COc1ccc(OC)c(NC(=O)CN(Cc2ccc(F)cc2)C2CCCCC2)c1	5%
COc1ccc(CCNC(=O)c2cc(Nc3ccccc3)nc3ccccc23)cc1OC	-10%
COc1cccc(C(=O)Nc2c3c(nn2-c2ccc(C)cc2C)CS(=O)(=O)C3)c1OC	2%
CC(=O)N1CCN(c2csc3ccc(F)cc3c2=O)CC1	-12%
CCCCn1c(NCc2ccc(N(C)C)cc2)nc2ccccc21	5%

A draw from above in order of heavy-atom count, descending:
SMILES	aSyn yeast rescue
NC(CSC(c1ccccc1)(c1ccccc1)c1ccc2c(c1)OCO2)C(=O)O (stereo not given)	3%
Cc1ccc2[nH]c3c(=O)n(CC(=O)N4CCCC(C)C4)ncc3c2c1 (stereo not given)	1%
COc1cccc(CNC(C)(C)CO)c1OCc1ccc(Cl)cc1	0%

Later entries
SMILES	aSyn yeast rescue
Cc1cc(NC(=O)CSc2nc3c(C)cccc3cc2C)no1	6%
COc1cc(OC)c(NC(=O)c2cc(C)nc3c2c(C)nn3-c2ccc(C)cc2)cc1Cl	-1%
Cc1ncc(CO)c2c1Oc1nc(-c3ccccc3Cl)nc(SCc3ccccc3F)c1C2	9%
O=C(CCCNS(=O)(=O)c1ccc(F)cc1)Nc1ccc(F)cc1	-4%
CSc1cccc(NC(=O)C2CCN(S(=O)(=O)c3ccc4[nH]c(=O)ccc4c3)CC2)c1	7%
CCc1c(C)sc2c1CCN(C(=O)Nc1ccccc1Cl)C2c1ccc(OC)cc1 (stereo not given)	9%
Cc1nc2ccn(Cc3ccco3)c(=O)c2cc1C(=O)N1CCN(c2ccccc2)CC1	5%
COc1ccc(NC(=O)C(NC(=O)Cc2cccs2)c2ccc(OC)cc2)cc1 (stereo not given)	-7%
Cc1ccc(C)c(C(=O)COC(=O)c2cc(S(=O)(=O)N3CCOCC3)ccc2F)c1	6%
COc1cc(-c2cc(OC)c3c(C)oc(C)c3c(=O)c2)ccc1OC(=O)c1ccccc1Cl	-65%[inhibitor]
